SIAE primary – human SIAE inhibitors, primary screen, biochemical, fluorescence polarization, FP-Rh probe, 1536-well HTS; Sialate O-acetylesterase (Homo sapiens), Q9HAT2; SIAE FP-Rh probe binding; inhibition, % at 9.66 µM; actives 0.69% (n = 370,000); AID 1053197, 2014;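 active = inhibition above a cutoff: mean of compounds within the control limits plus 3 SD of those, cut at about 17% in these data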;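 note: 0% = plate median of compound wells and 100% = probe without SIAE protein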
MBD2 inh – inhibitors of MBD2 binding to methylated DNA, primary screen, biochemical, TR-FRET, DNA-binding domain, human; MBD2 binding to methylated oligonucleotide; inhibition, % at 4.4 µM; actives 0.31% (n = 370,000); in the data active = inhibition above about 13%
TCR-CD3 inh – inhibitors of human TCR-CD3 interaction, primary screen, biochemical, fluorescence, TAMRA-labeled TCR probe | inhibition, % at 9.4 µM | actives 0.37% (n = 360,000); in the data active = inhibition above about 19%;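 note: recombinant mutant TCR 2C K166C tagged with TAMRA read by polarization; 0% = receptor in buffer alone and 100% = receptor with positive control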
proKLK7 act – proKLK7 zymogen activators, primary screen, biochemical, fluorescence intensity; Kallikrein-7 (Homo sapiens), P49862; purified proKLK7, EDANS-DABCYL substrate fluorescence; 100% is mature enzyme control, 0% vehicle; activation, % at 7 µM; actives 0.9% (n = 370,000); AID 652039, 2013;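 active = activation above the mean of all tested compounds plus 3 SD, computed per campaign excluding outliers beyond control limits, cut at about 13% in these data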
Tn6 DDE FP – inhibitors of Tn6 peptide binding to fibrin DD(E), primary screen, biochemical, fluorescence polarization, human fibrin, Tn6 probe | inhibition, % at 8.3 µM | AID 720509, 2013 | Fibrin DD(E) TRITC-Tn6 fluorescence polarization displacement | actives 0.21% (n = 370,000) | Fibrinogen beta chain (Homo sapiens), P02675;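 active = inhibition above a per-campaign cutoff: mean of compounds within control limits plus 3 SD, cut at about 15% in these data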;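 note: 0% = median of all compound wells on the plate and 100% = blocking peptide control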
Target sequence (P02675 whole entry, looked up): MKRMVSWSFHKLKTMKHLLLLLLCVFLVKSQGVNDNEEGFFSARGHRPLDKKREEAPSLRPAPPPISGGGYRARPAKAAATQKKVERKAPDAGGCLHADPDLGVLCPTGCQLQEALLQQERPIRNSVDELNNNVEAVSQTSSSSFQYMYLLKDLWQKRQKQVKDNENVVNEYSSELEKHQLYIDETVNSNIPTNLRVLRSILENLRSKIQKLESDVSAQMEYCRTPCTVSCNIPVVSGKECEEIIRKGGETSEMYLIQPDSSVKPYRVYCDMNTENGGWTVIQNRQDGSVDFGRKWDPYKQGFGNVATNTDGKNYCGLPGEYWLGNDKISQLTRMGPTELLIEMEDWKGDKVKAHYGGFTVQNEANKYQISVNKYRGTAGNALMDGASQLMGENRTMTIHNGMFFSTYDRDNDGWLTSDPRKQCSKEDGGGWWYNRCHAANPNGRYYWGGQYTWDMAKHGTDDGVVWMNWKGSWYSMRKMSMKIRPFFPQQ
UHRF1 MBD2 ctr – UHRF1 methylated DNA binding inhibitors, primary screen, counter-screen for MBD2 inhibitor project, biochemical, TR-FRET, human UHRF1, single concentration; UHRF1 binding to methylated oligo; inhibition, % at 4.4 µM; actives 0.75% (n = 370,000); in the data active = inhibition above about 21%;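 note: UHRF1 SRA domain binding a hemimethylated CpG hairpin DNA probe; 0% = median of test compound wells and 100% = reference inhibitor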
Tn7 DDE FP – inhibitors of Tn7 peptide binding to fibrin DD(E), primary screen, biochemical, fluorescence polarization, human fibrin, Tn7 probe; inhibition, % at 8.3 µM; Fibrinogen beta chain (Homo sapiens), P02675; actives 0.13% (n = 370,000); AID 720508, 2013; FP displacement of FITC-Tn7 peptide from fibrin DD(E); 0% = median of compound wells per plate;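 active = inhibition above the mean of compounds falling within the control limits plus 3 SD of them, cut at about 14% in these data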;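 note: 0% = plate median of compound wells and 100% = 10 µM Aha-Tn7 peptide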
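assay system = human clot-derived fibrin DD(E) complex | quantity = Fibrin-DD(E) at 2 µM final | timing = 10 min preincubation, 3 h with tracer, room temperature | signal = fluorescence polarization | measure = percent inhibition | benchmarks = high control wells with 10 µM unlabelled Aha-Tn7 peptide (full inhibition) | replicates = singlicate testing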
TDP2 inh – human TDP2 enzyme inhibitors, primary screen, biochemical, epi absorbance, recombinant enzyme | T5PNP hydrolysis, p-nitrophenol absorbance 415 nm | inhibition, % at 12.8 µM | actives 0.34% (n = 370,000);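 active = inhibition above the mean of all tested compounds plus 3 SD, set per campaign, cut at about 25% in these data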;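 note: 0% = DMSO with enzyme and 100% = buffer with substrate but no TDP2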
Target sequence (O95551 whole entry, looked up): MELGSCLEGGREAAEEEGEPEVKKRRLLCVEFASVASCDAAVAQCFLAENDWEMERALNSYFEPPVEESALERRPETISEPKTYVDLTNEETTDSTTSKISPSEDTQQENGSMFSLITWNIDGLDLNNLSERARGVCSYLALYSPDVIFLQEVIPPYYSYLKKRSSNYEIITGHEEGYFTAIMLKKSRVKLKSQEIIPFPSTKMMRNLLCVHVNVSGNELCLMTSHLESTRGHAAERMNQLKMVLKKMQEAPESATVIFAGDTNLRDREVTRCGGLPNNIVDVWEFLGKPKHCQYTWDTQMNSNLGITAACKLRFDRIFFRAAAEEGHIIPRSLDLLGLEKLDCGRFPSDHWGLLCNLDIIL
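Assay system: Recombinant human TDP2 | Quantity: 120 nM TDP2 per well | Incubation: 2 h at 37 °C | Signal: Epi absorbance | Evaluation: Percent inhibition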
PRMT1 inh – PRMT1 methyltransferase inhibitors, primary screen, biochemical, fluorescence polarization. recombinant PRMT1, activity-based probe fluorescence polarization. inhibition, % at 2.79 µM. actives 1.3% (n = 370,000). AID 652257, 2013;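 active = inhibition above about 21% made by adding two undisclosed values, limit read from the data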
LEDGF integ inh – blockers of LEDGF/p75-dependent integrase strand transfer – biochemical, TR-FRET, high throughput, primary screen; HIV-1 integrase (with human LEDGF/p75); TR-FRET IN-LEDGF/p75 DNA integration, Eu/Cy5; inhibition, % at 3.7 µM; actives 0.64% (n = 370,000); AID 743269, 2014;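 active = inhibition above the screen-wide mean plus 3 SD, cut at about 13% in these data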;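 note: signal is the Cy5 over europium emission ratio at 671 and 618 nm; 0% = plate median of compound wells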
An asterisk follows results filed as active.

COc1ccc(OC)c(NC(=O)CCS(=O)(=O)c2cc3c(cc2C)NC(=O)CO3)c1 was read as SIAE primary -2, MBD2 inh 3, TCR-CD3 inh 9, proKLK7 act 0.1, Tn6 DDE FP -3, UHRF1 MBD2 ctr -1, Tn7 DDE FP 2, TDP2 inh -9, PRMT1 inh -2 and LEDGF integ inh 0.
CCc1ccccc1S(=O)(=O)Cc1ccc(C(=O)N2CCN(c3ccccc3OC)CC2)o1 was read as SIAE primary 4, MBD2 inh -1, TCR-CD3 inh 8, proKLK7 act 0.0, Tn6 DDE FP 0, UHRF1 MBD2 ctr -1, Tn7 DDE FP 3, TDP2 inh -10, PRMT1 inh -2 and LEDGF integ inh -4.
`OCC1(CCc2ccccc2)CCN(Cc2ccc3nsnc3c2)CC1` gave SIAE primary 1, MBD2 inh -3, TCR-CD3 inh 0, proKLK7 act -0.1, Tn6 DDE FP -1, UHRF1 MBD2 ctr -1, Tn7 DDE FP -2, TDP2 inh 14, PRMT1 inh 0 and LEDGF integ inh 3.
`COc1cccc(C2N(c3cccc(Cl)c3)C(=O)C3CCCN32)c1` (stereo not given) gave SIAE primary -8, MBD2 inh 1, TCR-CD3 inh 6, proKLK7 act -0.1, Tn6 DDE FP 4, UHRF1 MBD2 ctr 0, Tn7 DDE FP 1, TDP2 inh 5, PRMT1 inh -5 and LEDGF integ inh 0.
For O=C(O)c1ccc2c(c1)C(=O)N(Cc1ccccc1)C2=O the results were SIAE primary 8, MBD2 inh -4, TCR-CD3 inh 6, proKLK7 act 0.3, Tn6 DDE FP 4, UHRF1 MBD2 ctr 0, Tn7 DDE FP 2, TDP2 inh 7, PRMT1 inh -1 and LEDGF integ inh 0.
For COc1ccc(S(=O)(=O)Nc2ccc(S(=O)(=O)N(C)C)cc2)cc1[N+](=O)[O-] the results were SIAE primary -1, MBD2 inh 2, TCR-CD3 inh 4, proKLK7 act -0.5, Tn6 DDE FP 4, UHRF1 MBD2 ctr -3, Tn7 DDE FP -1, TDP2 inh -1, PRMT1 inh -1 and LEDGF integ inh -1.
`COCC(C)NS(=O)(=O)c1ccc(NC(=O)C(Cc2ccccc2)NC(N)=O)cc1` (stereo not given) gave SIAE primary -7, MBD2 inh 3, TCR-CD3 inh -1, proKLK7 act 0.7, Tn6 DDE FP 8, UHRF1 MBD2 ctr 3, Tn7 DDE FP 5, TDP2 inh 1, PRMT1 inh -3 and LEDGF integ inh 1.
For Nc1nc2ccccc2cc1C(=O)NCc1cccs1 the results were SIAE primary 2, MBD2 inh 3, TCR-CD3 inh 2, proKLK7 act 11, Tn6 DDE FP -6, UHRF1 MBD2 ctr -1, Tn7 DDE FP 9, TDP2 inh -2, PRMT1 inh 5 and LEDGF integ inh -4.
Screening COC(=O)c1c(C)oc2ccc(N(C(=O)c3ccncc3)S(=O)(=O)c3ccccc3)cc12 returned SIAE primary -3, MBD2 inh -1, TCR-CD3 inh 1, proKLK7 act 0.3, Tn6 DDE FP -7, UHRF1 MBD2 ctr 5, Tn7 DDE FP -5, TDP2 inh 0, PRMT1 inh 3 and LEDGF integ inh 0.
COc1ccc(/C=C/C(=O)NC(=S)NNC(=O)Cc2cccs2)cc1 was read as SIAE primary 3, MBD2 inh 1, TCR-CD3 inh 11, proKLK7 act -1.5, Tn6 DDE FP -2, UHRF1 MBD2 ctr -5, Tn7 DDE FP 7, TDP2 inh -4, PRMT1 inh -2 and LEDGF integ inh 0.
CCOC(=O)C1C(=O)N(C(=O)c2cncc(Br)c2)CC1c1ccccc1 (stereo not given) was read as SIAE primary 4, MBD2 inh -4, TCR-CD3 inh 5, proKLK7 act 0.7, Tn6 DDE FP 0, UHRF1 MBD2 ctr 3, Tn7 DDE FP -1, TDP2 inh -2, PRMT1 inh 1 and LEDGF integ inh -4.
`CC1=C(C(=O)OCc2ccc3c(c2)OCO3)C(c2ccccc2OCc2ccccc2)NC(=O)N1` (stereo not given) gave SIAE primary -8, MBD2 inh 2, TCR-CD3 inh -4, proKLK7 act 0.3, Tn6 DDE FP -2, UHRF1 MBD2 ctr -4, Tn7 DDE FP 6, TDP2 inh 3, PRMT1 inh 1 and LEDGF integ inh -4.
`COc1ccc(-n2c(=O)cc(N3CCc4ccccc43)[nH]c2=O)cc1` gave SIAE primary -1, MBD2 inh -4, TCR-CD3 inh -7, proKLK7 act -0.6, Tn6 DDE FP 1, UHRF1 MBD2 ctr 4, Tn7 DDE FP -6, TDP2 inh -20, PRMT1 inh -1 and LEDGF integ inh 1.
For O=C(CCSc1nnc(-c2ccco2)o1)Nc1ccc(Cl)cc1 the results were SIAE primary 1, MBD2 inh 2, TCR-CD3 inh 5, proKLK7 act 0.2, Tn6 DDE FP 1, UHRF1 MBD2 ctr 15, Tn7 DDE FP -3, TDP2 inh 7, PRMT1 inh 0 and LEDGF integ inh 1.
Screening N#Cc1nc(Cl)c(Cl)c(NN)c1Cl returned SIAE primary -1, MBD2 inh -5, TCR-CD3 inh -7, proKLK7 act -0.2, Tn6 DDE FP 5, UHRF1 MBD2 ctr -1, Tn7 DDE FP 6, TDP2 inh -2, PRMT1 inh 5 and LEDGF integ inh 0.
Screening CCOc1ccc(OCCNC2CCCC2)cc1 returned SIAE primary 1, MBD2 inh -1, TCR-CD3 inh -8, proKLK7 act -0.1, Tn6 DDE FP -2, UHRF1 MBD2 ctr 3, Tn7 DDE FP -1, TDP2 inh 6, PRMT1 inh 3 and LEDGF integ inh -1.
Screening Cc1cccc(N(C)Cc2nnc(-c3cccc(Br)c3)o2)c1 returned SIAE primary 2, MBD2 inh -2, TCR-CD3 inh -1, proKLK7 act -1.4, Tn6 DDE FP 3, UHRF1 MBD2 ctr 2, Tn7 DDE FP 1, TDP2 inh 12, PRMT1 inh 1 and LEDGF integ inh -1.
For CC(=O)Nc1ccc(NC(=O)CN(c2ccc(F)cc2)S(=O)(=O)c2ccc3c(c2)OCCO3)cc1 the results were SIAE primary 0, MBD2 inh 1, TCR-CD3 inh -6, proKLK7 act -0.3, Tn6 DDE FP -12, UHRF1 MBD2 ctr 0, Tn7 DDE FP 2, TDP2 inh 9, PRMT1 inh -2 and LEDGF integ inh -3.
`O=C1NC(c2ccccc2Cl)Nc2ccccc21` (stereo not given) gave SIAE primary 4, MBD2 inh 1, TCR-CD3 inh -7, proKLK7 act 19*, Tn6 DDE FP 0, UHRF1 MBD2 ctr 4, Tn7 DDE FP 2, TDP2 inh 4, PRMT1 inh 0 and LEDGF integ inh 1.
`Cc1cccc(N(Cc2ccccc2)C(=O)CN2C(=O)NC3(CCCCC3C)C2=O)c1` (stereo not given) gave SIAE primary 8, MBD2 inh 3, TCR-CD3 inh 2, proKLK7 act 0.4, Tn6 DDE FP -4, UHRF1 MBD2 ctr -2, Tn7 DDE FP 8, TDP2 inh -6, PRMT1 inh -1 and LEDGF integ inh 1.
For Cc1cc(C)cc(SCc2noc(C(=O)NC(C)C)c2C(=O)O)c1 the results were SIAE primary -4, MBD2 inh 1, TCR-CD3 inh 8, proKLK7 act 0.1, Tn6 DDE FP -3, UHRF1 MBD2 ctr -1, Tn7 DDE FP 3, TDP2 inh -4, PRMT1 inh 0 and LEDGF integ inh -5.
For COc1cccc(NC(=O)N2CCC(n3nnc4ccccc43)CC2)c1 the results were SIAE primary 2, MBD2 inh 0, TCR-CD3 inh 6, proKLK7 act -0.3, Tn6 DDE FP 4, UHRF1 MBD2 ctr -3, Tn7 DDE FP 3, TDP2 inh 1, PRMT1 inh -2 and LEDGF integ inh 1.
Cc1nc(C)c(-c2ccc(SCC(=O)Nc3cccc(F)c3)nn2)s1 was read as SIAE primary 12, MBD2 inh -6, TCR-CD3 inh 4, proKLK7 act 0.6, Tn6 DDE FP 6, UHRF1 MBD2 ctr -3, Tn7 DDE FP 0, TDP2 inh -4, PRMT1 inh 10 and LEDGF integ inh 1.
`O=C(NCc1ccccc1Cl)C1CCCN(c2ncnc3c2nc2n3CCCCC2)C1` (stereo not given) gave SIAE primary 6, MBD2 inh -6, TCR-CD3 inh -3, proKLK7 act -0.3, Tn6 DDE FP 2, UHRF1 MBD2 ctr 0, Tn7 DDE FP 1, TDP2 inh -14, PRMT1 inh -2 and LEDGF integ inh -1.

Ordered by molar mass (lowest first): 3 of the compounds above
`O=C1NC(c2ccccc2Cl)Nc2ccccc21` (stereo not given) gave SIAE primary 4, MBD2 inh 1, TCR-CD3 inh -7, proKLK7 act 19*, Tn6 DDE FP 0, UHRF1 MBD2 ctr 4, Tn7 DDE FP 2, TDP2 inh 4, PRMT1 inh 0 and LEDGF integ inh 1.
`Cc1cccc(N(Cc2ccccc2)C(=O)CN2C(=O)NC3(CCCCC3C)C2=O)c1` (stereo not given) gave SIAE primary 8, MBD2 inh 3, TCR-CD3 inh 2, proKLK7 act 0.4, Tn6 DDE FP -4, UHRF1 MBD2 ctr -2, Tn7 DDE FP 8, TDP2 inh -6, PRMT1 inh -1 and LEDGF integ inh 1.
`O=C(NCc1ccccc1Cl)C1CCCN(c2ncnc3c2nc2n3CCCCC2)C1` (stereo not given) gave SIAE primary 6, MBD2 inh -6, TCR-CD3 inh -3, proKLK7 act -0.3, Tn6 DDE FP 2, UHRF1 MBD2 ctr 0, Tn7 DDE FP 1, TDP2 inh -14, PRMT1 inh -2 and LEDGF integ inh -1.

Bioassay records deposited in PubChem BioAssay by The Scripps Research Institute Molecular Screening Center.
